Screens as filed in PubChem.
NPR1 activator: GC-A (human) enzyme activation. P16066. HEK293 GC-A cells, cGMP TR-FRET, EC30 ANP; 0% at EC30 ANP, 100% saturating ANP. activation, % at 10 µM. 370,000 compounds, 0.14% hits; in the data active = activation above about 40%
ssDAF-12 act: activates DAF-12 receptor from parasite S. stercoralis | HEK293 ssDAF-12/GRIP1 lit1-tk-luc reporter, luminescence; % of 3 µM dafachronic acid response | activation, % at 6.8 µM | 370,000 compounds, 1% hits;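 active = activation above the mean over all tested compounds plus 3 SD, cut at about 0.9% in these data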;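 note: 0% = DMSO-only wells and 100% = 3 µM delta7-dafachronic acid wells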
hgDAF-12 ag: hgDAF-12 agonism, primary luciferase screen; activation, % at 6.8 µM; HEK293 GAL4-hgDAF12 UAS-luciferase reporter, agonist luminescence; normalized to butyrate control; AID 687014; 370,000 compounds, 1.8% hits;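 active = activation above a cutoff set at the mean of all screened compounds plus 3 SD, cut at about 10% in these data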;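 note: 0% = DMSO wells and 100% = sodium butyrate wells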
GAA850 FXN act: increases GAA850 frataxin promoter reporter activity; HEK293 lucGAA850 FXN promoter luciferase reporter, 24 h; percent of 10 µM SAHA response; AID 540364; activation, % at 6 µM; 360,000 compounds, 0.56% hits;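 active = activation above the average of all compounds screened plus 3 SD, cutoff fixed separately per campaign, cut at about 7.5% in these data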;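 note: 0% = DMSO wells and 100% = 10 µM SAHA wells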
SMARCA2 activ: SMARCA2 function activation, primary screen; MG213 cells, MMTV-luciferase reporter, dexamethasone, overnight; activation, % at 9.1 µM; 370,000 compounds, 1% hits; AID 652017; in the data active = activation above about 7.8%;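 note: 0% = vehicle wells and 100% = reference activator wells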
KLK7 zymogen act: proKLK7 (human) activation, primary screen. P49862. purified proKLK7, EDANS-DABCYL substrate fluorescence; 100% is mature enzyme control, 0% vehicle. activation, % at 7 µM. 370,000 compounds, 0.9% hits. AID 652039;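 active = activation above the mean of all tested compounds plus 3 SD, computed per campaign excluding outliers beyond control limits, cut at about 13% in these data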
Target sequence (P49862 whole entry, looked up): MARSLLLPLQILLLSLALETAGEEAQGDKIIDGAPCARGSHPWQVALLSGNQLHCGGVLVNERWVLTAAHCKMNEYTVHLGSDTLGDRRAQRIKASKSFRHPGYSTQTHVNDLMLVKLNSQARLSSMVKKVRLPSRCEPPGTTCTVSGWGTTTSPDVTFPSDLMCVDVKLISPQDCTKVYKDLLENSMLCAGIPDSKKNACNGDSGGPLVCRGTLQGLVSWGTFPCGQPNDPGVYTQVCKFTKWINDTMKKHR
sPLA2-III inh: Inhibits HGIII-sPLA2 liposome hydrolysis, primary screen; Q9NZ20; QFRET BODIPY PC-A2 liposome hydrolysis, fluorescence; inhibition, % at 12.2 µM; 370,000 compounds, 0.56% hits; AID 743126;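 active = inhibition above mean plus 3 SD of compounds lying within the high and low control bounds, cut at about 19% in these data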;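 note: 0% = median of test compound wells and 100% = no enzyme DMSO wells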
Target sequence (Q9NZ20 whole entry, looked up): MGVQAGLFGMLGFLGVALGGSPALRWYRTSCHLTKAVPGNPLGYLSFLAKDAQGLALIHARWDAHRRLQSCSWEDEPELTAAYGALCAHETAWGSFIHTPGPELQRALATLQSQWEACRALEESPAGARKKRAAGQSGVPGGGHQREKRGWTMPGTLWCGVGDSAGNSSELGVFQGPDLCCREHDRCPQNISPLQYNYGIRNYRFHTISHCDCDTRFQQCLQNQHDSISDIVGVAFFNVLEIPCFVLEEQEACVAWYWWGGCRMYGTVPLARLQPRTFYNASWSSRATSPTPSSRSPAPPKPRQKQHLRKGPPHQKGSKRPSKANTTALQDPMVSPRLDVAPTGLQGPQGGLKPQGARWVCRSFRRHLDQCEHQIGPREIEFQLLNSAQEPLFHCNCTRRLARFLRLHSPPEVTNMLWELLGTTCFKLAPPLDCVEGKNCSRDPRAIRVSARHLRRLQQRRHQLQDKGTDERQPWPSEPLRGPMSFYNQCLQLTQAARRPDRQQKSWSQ
DAX1 inh-1: DAX1 (NR0B1) inhibition, primary screen. HEK293T StAR-luciferase reporter, SF-1/DAX-1 repression relief. inhibition, % at 6.8 µM. 370,000 compounds, 1.1% hits. AID 652010;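 active = inhibition above the mean over all tested compounds plus 3 SD, cut at about 3.6% in these data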;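 note: 0% = DAX-1 cells with DMSO and 100% = cells lacking DAX-1 with DMSO; higher inhibition means more luminescence from relief of DAX-1 repression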
GC-B act: GC-B (human) receptor activation | P20594 | HEK293-GC-B cells, CNP EC30, cGMP TR-FRET; 0% at EC30 CNP, 100% saturating CNP | activation, % at 10 µM | 370,000 compounds, 0.11% hits;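 active = activation at 10 µM reaching about 35% in either raw or pattern-adjusted values, limit read from the data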
hcDAF12 agonist: H. contortus DAF-12 activation, primary screen | HEK293 hcDAF-12 lit1-tk-luc reporter, luminescence; 0% DMSO, 100% Δ7-dafachronic acid | activation, % at 6.8 µM | 370,000 compounds, 1.4% hits;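 active = activation above the mean of all tested compounds plus 3 SD, cut at about 5.5% in these data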;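 note: 100% = response to 3 µM Δ7-dafachronic acid high control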
DAX1 inh-2: NR0B1 (DAX1) inhibition; P51843; HEK293 Gal4-DAX1 luciferase reporter, luminescence; inhibition, % at 6.75 µM; 340,000 compounds, 0.99% hits; AID 504766;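 active = inhibition above the mean over all tested compounds plus 3 SD, cut at about 4.2% in these data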;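 note: 0% = DAX1-transfected cells with DMSO and 100% = empty-vector control cells with DMSO; inhibition shows as a rise in luminescence from relieved DAX1 repression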
Target sequence (P51843 207-470 limits assumed): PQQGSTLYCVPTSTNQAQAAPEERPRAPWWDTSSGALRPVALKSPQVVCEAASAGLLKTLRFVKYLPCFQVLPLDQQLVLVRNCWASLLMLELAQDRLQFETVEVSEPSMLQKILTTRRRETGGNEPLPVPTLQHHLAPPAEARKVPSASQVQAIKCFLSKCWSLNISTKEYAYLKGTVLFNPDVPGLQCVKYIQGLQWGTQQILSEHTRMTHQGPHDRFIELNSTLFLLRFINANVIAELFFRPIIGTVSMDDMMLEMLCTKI
Active calls of the source: *; nt = not tested or not shown.

SMILES	NPR1 activator	ssDAF-12 act	hgDAF-12 ag	GAA850 FXN act	SMARCA2 activ	KLK7 zymogen act	sPLA2-III inh	DAX1 inh-1	GC-B act	hcDAF12 agonist	DAX1 inh-2
COCCNC(=O)C1(C)CCCN(Cc2ccc(-c3ccccc3)o2)C1 (configuration not stated)	-1	-1.8	-0.8	-1.4	-1	-0.3	-13	-1.4	4	-0.5	nt
CCOC(=O)N1CCC(N2C(=O)c3ccccc3C2Nc2ccc(C)cc2)CC1 (configuration not stated)	-3	-1.1	0.8	-3.7	-3	-0.3	-4	0.1	-4	-1.7	-1.0
NS(=O)(=O)c1ccc(NC(=O)CSc2ccccc2)cc1	0	-0.8	1.8	0.2	2	-1.0	-10	0.4	2	2.9	2.4
Cc1cccc(OCC(=O)Nc2cc(C)ccc2O)c1	-2	1.1*	1.5	1.9	0	-0.4	-19	-0.6	4	1.7	-0.4
Cn1c(C(=O)Nc2ccccc2)cc2sccc21	-2	1.4*	11*	5.5	9.2*	-0.2	2	1.0	-1	7.0*	3.8
Cc1[nH]c2ccc(C(=O)OC(C)C(=O)NC3CCCCC3C)cc2c1C (configuration not stated)	-3	-1.4	-2.0	0.1	-4	-0.4	-56	-2.7	1	0.0	0.4
O=C(O)C/C(=C\c1cc2c(cc1Br)OCO2)c1nc2ccccc2s1	-1	-0.6	-0.9	1.9	3	0.6	-8	-0.4	-5	0.5	1.6
Oc1c(Cl)cc(Oc2cc(Cl)c(O)c(CN3CCOCC3)c2)cc1CN1CCOCC1	1	-1.8	-1.0	-1.1	3	-0.3	-1	-1.2	6	0.1	-1.2
Cc1ccccc1S(=O)(=O)N1C[C@H]2CON(C)[C@H]2C[C@H]1c1cccc(Br)c1	-7	-1.0	0.1	2.9	-2	-0.3	-1	0.6	-4	-1.6	0.5
Cn1c(=O)c2[nH]c(SCC(=O)NCCc3ccc(F)cc3)nc2n(C)c1=O	-2	-0.4	-1.4	nt	-5	0.2	0	0.1	6	-0.4	nt
CC(C)(C)C(=O)Nc1ccc(N2CCN(c3ccc(C(F)(F)F)cn3)CC2)nc1	3	-1.8	-2.8	-1.6	-2	0.4	4	-0.3	6	-1.4	1.0
COC(=O)CNc1cc(S(=O)(=O)N2CCCCC2)ccc1Oc1cccc(C)c1	2	-1.1	-1.3	2.2	-3	0.4	6	0.1	-1	-0.7	-1.7

Retrieved by compound from the list above, three records:
SMILES	NPR1 activator	ssDAF-12 act	hgDAF-12 ag	GAA850 FXN act	SMARCA2 activ	KLK7 zymogen act	sPLA2-III inh	DAX1 inh-1	GC-B act	hcDAF12 agonist	DAX1 inh-2
CC(C)(C)C(=O)Nc1ccc(N2CCN(c3ccc(C(F)(F)F)cn3)CC2)nc1	3	-1.8	-2.8	-1.6	-2	0.4	4	-0.3	6	-1.4	1.0
O=C(O)C/C(=C\c1cc2c(cc1Br)OCO2)c1nc2ccccc2s1	-1	-0.6	-0.9	1.9	3	0.6	-8	-0.4	-5	0.5	1.6
NS(=O)(=O)c1ccc(NC(=O)CSc2ccccc2)cc1	0	-0.8	1.8	0.2	2	-1.0	-10	0.4	2	2.9	2.4

New compounds follow:
SMILES	NPR1 activator	ssDAF-12 act	hgDAF-12 ag	GAA850 FXN act	SMARCA2 activ	KLK7 zymogen act	sPLA2-III inh	DAX1 inh-1	GC-B act	hcDAF12 agonist	DAX1 inh-2
Cc1cccc(Oc2ncc(-c3ccc(Cl)cc3)cn2)c1C	-2	-1.4	0.9	-1.7	1	0.2	0	-0.1	-3	-2.0	0.2
Cc1nc(N2CCN(c3ccccc3)CC2)nc2c1C(=O)CCC2	0	-1.8	0.8	2.2	-3	-0.8	1	-1.6	9	-2.2	-1.4
O=C(Nc1ccn(CCCNCCc2ccccn2)c(=O)n1)OCc1ccccc1	1	-0.8	0.1	0.4	-3	0.3	15	0.2	7	0.7	0.3
S=C1NC[C@H](Cc2ccccc2)N1CC1CCN(CCCC2CCCC2)CC1	-2	-0.5	2.3	0.3	4	-0.6	-4	0.9	-3	3.4	-0.3
COc1ccc(Cl)cc1S(=O)(=O)N1CCCC(C(=O)NCc2ccncc2)C1 (configuration not stated)	-3	-1.4	-0.9	1.0	-1	0.2	1	0.4	5	-1.6	1.4
O=C(O)c1ccc(NC(=S)NC(=O)c2cccc(COc3ccccc3)c2)cc1	1	-1.3	-0.7	2.1	0	-0.5	-19	0.3	-2	-1.6	1.1
O=C(Nc1ccccc1F)c1ccc2sc([C@H]3C[C@H](O)[C@@H](CO)O3)nc2c1	4	-0.5	7.3	0.1	-3	0.3	2	2.5	6	1.5	nt
Cc1ccc(C(=O)N/C(=C\c2cccc([N+](=O)[O-])c2)C(=O)Nc2cccc(C(=O)O)c2)cc1	3	-1.0	2.5	-0.4	5	-0.3	-6	0.5	-3	-1.1	1.8
COc1ccc(C(C)=O)cc1CN(c1ccccc1OC)S(=O)(=O)c1cccs1	-21	-1.3	-2.8	-1.2	4	-0.2	-6	-0.5	-9	2.3	-2.3
Cc1ccc(NC(=O)CNC(=O)c2ccco2)c(Cl)c1	5	-0.6	5.2	1.6	1	-0.3	3	0.6	9	2.4	1.1
Cc1ccc(Sc2ncccc2C(=O)O)c(C)c1	5	-1.4	1.2	2.1	-1	0.4	-1	-0.1	0	1.5	-0.7
Cc1cc(C)nc(NC2=NCCN2C(=S)Nc2ccc(C)c(C)c2)n1	3	-0.6	-0.4	0.0	-3	-0.3	7	0.5	8	0.1	1.2
CC(C)NC(=O)c1ccc2c(c1)N(CC(=O)N1CCCC1)C(=O)C(C)(C)O2	-1	-0.9	-0.4	-0.2	-2	0.0	0	-0.1	1	-1.2	2.7
Cc1cccc(C)c1NC(=O)NN1C(C)CCCC1C (configuration not stated)	-1	-2.0	-4.5	2.0	-4	0.2	8	0.3	1	-1.9	-1.2
CCOc1cc(N2CCOCC2)c(OCC)cc1NC(=O)c1ccc(OC)c(S(=O)(=O)N2CCOCC2)c1	4	-1.1	4.4	0.8	-2	0.1	-4	-0.1	8	-1.2	-1.1
CCC(C)(C)NC(=O)CN(C(=O)CCC(=O)Nc1ccccn1)c1ccc2c(c1)OCO2	6	-1.3	-0.3	2.2	-3	-0.2	4	-0.4	2	-0.3	1.4
OC(CN1CCOCC1)Cn1cnc2ccccc21 (configuration not stated)	-1	-0.7	0.2	0.3	1	-0.9	0	-0.1	-3	-1.9	0.6
Cc1c(OC(C)C(=O)NCc2ccncc2)ccc2c3c(c(=O)oc12)CCC3 (configuration not stated)	3	-1.0	-0.2	0.2	-1	-52	5	0.8	1	-0.6	0.1
Cc1cc(C)c2c(N)c(C(=O)Nc3c(C)n(C)n(-c4ccccc4)c3=O)sc2n1	4	-0.2	0.1	2.2	-1	1.9	7	-1.2	-2	-0.9	0.3
O=C(N/N=C/c1ccccc1)c1cc(-c2ccc3c(c2)OCO3)n[nH]1	7	-0.9	2.8	4.6	0	0.0	-1	0.6	10	-1.7	1.4
CN(CCOc1ccccc1)C(=O)c1ccc(Cl)c(S(=O)(=O)N2CCCCC2)c1	-6	-1.8	-1.4	0.7	-3	-0.3	-14	-0.8	1	-0.9	-1.7
CCCc1c(-c2ccccc2F)ncn1Cc1ccccc1OC	-3	-1.9	2.4	nt	-6	0.5	4	-1.6	-7	-3.4	nt
COc1cc(NS(=O)(=O)N2CCCC2)cc(OC)c1OC	3	-1.6	-1.1	2.6	1	-0.7	-4	-0.2	4	-1.0	-1.1
CC1CCCC(C)N1CC(O)COCc1ccccc1 (configuration not stated)	3	-1.0	-1.2	-0.4	-4	0.6	15	0.3	4	-1.0	-1.0
Cn1c(=NCC(O)COc2ccccc2)sc2ccccc21 (configuration not stated)	-2	-1.4	-1.3	0.6	1	0.0	-10	0.3	-2	-1.2	0.2
O=C(NCC(=O)N(c1ccccc1)C(C(=O)NC1CCCC1)c1cccnc1)c1ccco1 (configuration not stated)	1	-0.9	-1.1	-2.2	-1	0.1	16	0.7	2	-0.2	0.4
CC1(C)Cc2c(cnn2-c2ccccc2)C(=O)/C1=N\NC(=O)c1ccccc1	-3	-1.2	0.7	-1.3	2	0.0	1	0.1	-3	-0.9	1.0
CNC(=O)c1c(NC(=O)CS(=O)(=O)c2ccc(Cl)cc2)sc(C)c1C	-2	-0.6	-0.5	-0.3	-2	0.5	0	-1.8	-1	1.2	-0.3
Cc1ccc(/C=C(\NC(=O)c2ccc(C)cc2)C(=O)NCCCn2ccnc2)cc1	1	-0.9	0.7	0.6	-1	-0.7	-12	-0.2	4	-1.1	-1.2
CS(=O)(=O)N(Cc1ccccc1)c1ccc(C(=O)N2CCOCC2)cc1	4	-1.0	0.1	1.8	-3	-0.2	5	-0.2	1	-0.4	1.3
COc1cc(C(=O)NC(=S)NCc2ccncc2)cc(OC)c1OC	1	-1.7	-1.4	-1.9	0	-0.2	0	-1.6	2	1.3	1.1
CCCCN(CC)C(=O)c1ccc2c(c1)OCO2	-1	-0.9	-0.6	2.1	-3	-0.7	5	0.2	2	-1.6	0.1
COc1ccc(Cl)cc1NC(=S)N1CCN(c2ncccn2)CC1	2	-1.1	-2.2	0.3	0	0.6	-2	-0.2	-4	-2.9	0.0
Cc1ccc(/C=N/N2C(=O)C3C(C2=O)C2C=CC3C23CC3)o1 (configuration not stated)	1	-1.0	2.3	-1.6	-3	-0.4	10	0.5	7	-1.2	0.5
COc1ccc(-c2ocnc2C(=O)Nc2ccccc2N2CCCCC2)cc1	-4	-0.5	1.5	0.3	2	-5.0	-3	0.2	-6	0.4	-0.6
COc1ccc(S(=O)(=O)Nc2cccc3c2O[C@H](CN(C)C(=O)Nc2ccc(C(F)(F)F)cc2)[C@@H](C)CN([C@H](C)CO)C3=O)cc1	-2	-1.3	-2.0	-1.0	0	-0.1	-34	-0.2	4	-0.6	1.4
Cc1onc(-c2ccccc2Cl)c1C(=O)N1CCN=C1SCc1cccnc1	-5	-1.3	-0.2	2.6	-6	-0.2	4	0.4	-3	0.0	-0.8
COc1ccc(/C=N\NC(=O)COc2ccc(C(C)(C)C)cc2)cc1Cn1nc(C)cc1C	-2	-1.6	2.5	2.2	1	0.4	-4	0.8	5	-1.4	0.2
CCc1nc2sc3c(=O)[nH]cnc3c2c2c1CSC(C)(C)C2	-7	-1.1	1.6	3.6	1	-0.6	-13	-0.2	-12	-2.1	0.1
O=C(Nc1ccc2c(c1)CCCN2C(=O)c1cccs1)c1c(F)cccc1Cl	-2	-1.7	-7.8	-5.9	-4	0.3	-2	-7.3	5	-5.0	-1.6
CC(C)Nc1nc2nonc2nc1Nc1ccccc1	-1	-1.8	-3.3	-0.2	-6	-0.2	-7	-0.4	5	-1.3	-2.4
Cc1ccc(O)c(C(CC(=O)NC(C)C)c2ccccc2)c1 (configuration not stated)	-12	-1.2	-3.7	-1.2	1	-0.1	5	-1.0	-3	1.2	-0.9
CO/N=C/C1C(=O)NN=C1c1ccccc1 (configuration not stated)	0	-0.9	-0.4	0.6	-2	0.2	3	-0.4	7	-2.3	-1.0
COc1ccc(/C=N\NC(=O)/C(=C\Nc2nccc(C)n2)NC(=O)c2ccccc2)cc1	-2	-1.7	-0.8	2.0	-3	0.1	-1	-0.8	3	-0.6	1.5

This is a random part of the collection; about 6.7% have a hit in one of these screens.
